Screening results deposited in PubChem by National Center for Advancing Translational Sciences (NCATS).
Casp1 inh: allosteric or competitive inhibitors of human caspase-1; Potency, µM (doses to about 57.5 µM), for inactives: top-dose activity change, negative = inhibition, actives largely listed as inhibitors; P29466; Caspase-1 enzyme, Ac-WEHD-AFC fluorogenic rate; 0.03% of 75,000 active;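 note: potency is the fitted concentration of half-maximal effect; plate controls were vehicle for no effect and no substrate for full effect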
CRE-bla Fsk: CRE-bla signaling modulation under forskolin stimulation | CHO CRE-bla reporter (cAMP response element driving beta-lactamase), forskolin EC10, beta-lactamase ratio | Potency, µM (series often up to 38.2 µM), for inactives: at the top dose activity change, negative = inhibition, actives largely listed as activators | 2.5% of 71,000 active; active = well fitted activation curve with a large enough effect in the signal ratio, with a control signal flat, not every such curve was filed as active; inconclusive = small, poorly fitted or top-dose-only effect, or effect the other way, or a change in a side signal; the % refers to the signal ratio; note: potency is the fitted concentration of half-maximal effect; % of control where 0% means no effect
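qHTS titration format; CRE-bla CHO reporter; stimulus EC10 NKH 477, a water-soluble forskolin. Read: CCF4 460/530 nm ratio. Potency expressed as AC50 for activators or inhibitors.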
Luciferase inh: inhibitors of firefly luciferase; purified firefly luciferase, luminescence, 8 min; P08659; 2.2% of 72,000 active; Potency, µM (titrated, usually from 57.1 µM), for inactives: top-dose activity change, negative = inhibition, actives largely listed as inhibitors; AID 411; note: potency is the fitted concentration of half-maximal effect; % is set by controls: 0 for no effect and ±100 for the full control effect; nearly all actives have a fitted effect of over 40% in size
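Compounds were tested as concentration series (qHTS) against purified P. pyralis luciferase with luciferin and 10 uM ATP in 50 mM imidazole pH 7.2, 50 mM KCl, 7 mM MgCl2, 0.01% Tween 20, 0.05% BSA. Luminescence was read after 8 min at ambient temperature.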
USP2a inh: USP2a (human) protease inhibition; O75604; USP2a enzymatic assay, qHTS inhibition; Potency, µM (series often up to 38.3 µM), inactives show at the top dose activity change, negative = inhibition, most hits filed as inhibitors; 0.1% of 60,000 active; AID 927;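 note: potency is the fitted concentration of half-maximal effect; nearly all actives have a fitted effect of over 60% in size; plate controls were DMSO for no effect and NEM full inhibition control for full effect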
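20 nM USP2 core + cpd, 30 min RT; add 20 nM Ub-PLA2/20 uM NBD C6-HPC; read Ex460/Em535 at 0 h and 2.5 h. Normalized to NEM; qHTS curve fit/classification.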
Tau filament bind: binders of human tau filaments | 2% of 71,000 active | recombinant tau filaments, thioflavin S fluorescence, 15 h; filaments grown with octadecylsulfate alongside compound | Potency, µM (titrated, usually from 57.1 µM), for the others: at the top dose activity change, negative = inhibition | P10636 | AID 596;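 note: potency is the fitted concentration of half-maximal effect; % is set by controls: 0 for no effect and ±100 for the full control effect; actives lower thioflavin S fluorescence by blocking filaments or displacing dye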
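Thioflavine S fluorescence (ex 450, em 510 nm) reports filaments formed from 1 uM human tau plus 30 uM ODS over 15 h at 37 C (10 mM HEPES pH 7.4, 100 mM NaCl, 5 mM DTT); compounds displacing dye or blocking filaments lower signal.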
ERK AVP block: inhibitors of vasopressin-stimulated ERK signaling pathway. HEK293-V1b, vasopressin-stimulated pERK AlphaScreen. Potency, µM (top dose mostly 57.5 µM), inactives show top-dose activity, negative = inhibition, actives largely listed as inhibitors. 0.99% of 72,000 active; note: potency is the fitted concentration of half-maximal effect; % is set by controls: 0 for no effect and ±100 for the full control effect; nearly all actives have a fitted effect of over 55% in size
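Overnight-seeded V1b-HEK293 cells in 1% FBS got compound, then vasopressin (25 nM final, 5 min, 37C), then lysis buffer. AlphaScreen detection of phospho-ERK; activity normalized to basal and full-stimulation controls.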
Caspase-7 inhib: allosteric or competitive inhibitors of human caspase-7; P55210; recombinant caspase-7, Ac-DEVD-AFC fluorescence rate; Potency, µM (highest dose often 57.5 µM), inactives show at the highest dose activity change, negative = inhibition, usual class: inhibitors; 0.02% of 75,000 active; active = well fitted inhibition curve with a large enough effect in the main read-out, with a control signal flat, not every such curve was filed as active; inconclusive = small, poorly fitted or top-dose-only effect, or a change in a side signal; note: potency is the fitted concentration of half-maximal effect; % of control where 0% means no effect
HEK293 cAMP cs: counter-screen for TSHR agonists: cAMP increase in parental HEK293. parental HEK293 CNG cAMP sensor, membrane potential fluorescence. Potency, µM (titrated, usually from 57.1 µM), for the others: at the top dose activation, actives largely listed as activators. 2.5% of 73,000 active. AID 938; note: potency is the fitted concentration of half-maximal effect; % of control where 0% means no effect; nearly all actives have a fitted effect of over 55% in size
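Counterscreen for endogenous-receptor signalling: CNG-channel HEK 293 cells report cAMP rise by membrane depolarization. After 60 min dye equilibration with 100 uM RO 20-1724, compounds incubated 30 min before bottom-read fluorescence at 590 nm.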
BRCT inh green: inhibitors of human BRCA1 BRCT-phosphoprotein interaction (green fluorophore). P38398. BRCA1 BRCT-phosphopeptide binding, green fluorescence polarization. Potency, µM (highest dose often 76.9 µM), without a hit: top-dose activity change, negative = inhibition, most hits filed as inhibitors. 0.05% of 75,000 active. AID 875;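 note: potency is the fitted concentration of half-maximal effect; plate controls were peptide without protein for full effect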
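Compounds were incubated for 12 min at room temperature with a complex of 100 nM fluorescein-tagged pBACH1 decapeptide and 250 nM His-tagged BRCT protein. Buffer was phosphate pH 7.3 with EDTA, DTT and Tween 20. Disruption of binding lowers the polarization signal.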
A350 autofl: compound fluoresces in the Alexa 350 spectral region; Compound autofluorescence, 340/450 nm, Alexa 350 dye-equivalents; hits give high values; AID 590; 11% of 59,000 active; max dye-equivalent concentration, M; in the data active = max dye-equivalent concentration above about 10 nM; inconclusive = mostly about 1.1 nM to 9.6 nM
BRCT PPI red: disrupts BRCA1 BRCT binding to phosphoprotein, red fluorophore readout; BRCT-phosphopeptide binding, red fluorescence polarization; Potency, µM (doses to about 76.9 µM), for the others: top-dose activity change, negative = inhibition, hits mostly inhibitors; 0.03% of 75,000 active; AID 892; note: % is set by controls: 0 for no effect and ±100 for the full control effect
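Rhodamine-labelled pBACH1 10-mer (100 nM) bound to BRCT domain (100 nM) at pH 7.3; compounds incubated 12 min room temperature, polarization read. Free peptide defines full inhibition; unlabelled decapeptide titrated as control.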
* hit, by the source's call; i = inactive; u = inconclusive; x = no result given; [ ] = another dose, or the depositor's remark. Unless noted, calls come from the whole dose curve; as a rule, active = well fitted curve in the direction sought with a large enough effect; inconclusive = small, poorly fitted or top-dose-only effect, or another doubt; inactive = no such curve, though single readings can be large; an effect the other way counts as inactive or inconclusive.

SMILES	Casp1 inh	CRE-bla Fsk	Luciferase inh	USP2a inh	Tau filament bind	ERK AVP block	Caspase-7 inhib	HEK293 cAMP cs	BRCT inh green	A350 autofl	BRCT PPI red
O=S(=O)(c1cccc2nsnc12)N1CCc2ccccc2C1	-2%	u	-1%	6%	20µM*	u	-3%	15%	-2.0%	i	1.1%
COCCCNC(=O)CCCC(=O)NCCCOC	-2%	u	0%	4%	-1%	6%	-1%	u	-1.4%	i	-0.6%
O=C(O)C1C2C=CC(C2)C1C(=O)NCCCN1CCOCC1 (stereo unspecified)	2%	1%	7%	-6%	-10%	5%	4%	-3%	-0.9%	i	1.1%
N#CCCn1c(=O)c(-c2cccs2)nc2cnc(N3CCOCC3)nc21	u	u	0%[11.4 µM]	46%[activator]	i	u	u	u	-1.3%	1.2e-08M*	0.0%
O=C1CN(c2ccccc2F)C(=O)CN1c1ccccc1F	0%	u	4%	-2%	-2%	-6%	1%	1%	-0.6%	i	0.3%
O=C(NCc1cn2ccccc2n1)c1ccc(Br)o1	1%	-2%	2%	x	-17%	x	2%	10%	1.2%	x	1.5%
CCOc1c(Br)ccc2c1sc1nc[nH]c(=O)c12	2%	u	-1%	5%	-8%	-2%	0%	-5%	-1.4%	i	-0.1%
Cc1cc2cc(OCC(=O)O)ccc2n1C	4%	4%	-2%	-8%	1%	4%	7%	9%	-1.1%	u	0.3%
CC1C(=O)CCC2[C@]1(C)CCC1[C@]2(C)CC[C@@]2(C)C3CC(C)(C)CC[C@]3(C)CC[C@@]12C (stereo partly specified)	-1%	x	x	-8%	x	2%	2%	x	-1.6%[3.08 µM]	x	0.5%
O=C(CSc1nccn1-c1ccccc1)NCc1ccc2c(c1)OCO2	-1%	1%	0%	10%	-5%	-15%	-2%	15%	-1.0%	i	-1.2%
Cc1ccc(S(=O)(=O)NCCC(=O)N2CCCCC2)cc1	1%	u	3%	1%	4%	4%	-1%	-3%	-2.0%	i	0.0%
CCN1CCC(O)([C@H](C(=O)O)c2ccccc2)CC1	-1%[11.5 µM]	11%[7.6 µM]	-3%[11.4 µM]	x	3%[11.4 µM]	-5%[11.5 µM]	0%[11.5 µM]	12%[11.4 µM]	-2.2%[15.4 µM]	i	-2.6%[15.4 µM]
Cc1cc(Oc2ccccc2)nc2ccc(O)cc12	1%	6%	-4%	x	-15%	-21%	-2%	-5%	-0.5%	x	0.1%
Cn1c(N2CCN(C(=O)C34CC5CC(CC(C5)C3)C4)CC2)nc2ccccc21	1%	-1%	0%	-2%	3%	10%	0%	2%	-1.6%	i	0.5%
Cc1ccc(N(CC(=O)NCc2ccncc2)S(C)(=O)=O)cc1Cl	-1%	-3%	1%	16%	-3%	5%	1%	0%	-0.5%	i	0.0%
COc1ccc(CCn2c(C)cc(C(=O)CSc3nnc(N)s3)c2C)cc1	-1%	6%	-2%	31%[activator]	-2%	20µM*	0%	25µM*	-2.3%	i	-0.5%
O=C(Nc1ccc2c(c1)OCO2)C(c1ccc(Cl)cc1)N1CCN(C(=O)c2ccco2)CC1 (stereo unspecified)	-1%	-18%	0%	21%	1%	38%	0%	26%	0.8%	i	-1.6%
Cc1cccc(CNc2ncncc2-c2ccc(C(=O)N(C)C)cc2)c1	-4%	-2%	1%[2.29 µM]	8%	-5%	-13%	-8%	7%	-3.2%	i	1.8%
CCOC(=O)C1CCN(S(=O)(=O)c2cccc(-c3cn4cccc(C)c4n3)c2)CC1	-6%	u	-11%	19%	13%	20µM*	-8%	u	-0.1%	3.5e-06M*	0.4%
CC(=O)c1cccc(NC(=O)N2CCCC2C(=O)Nc2ccccc2C)c1 (stereo unspecified)	0%	0%	4%	-2%	2%	-1%	-1%	8%	-0.3%	i	-1.0%
CCOC(=O)c1cc2c(ccn2C)n1CC(=O)N1CCN(c2ccc(F)cc2)CC1	-1%	u	4%	14%	-6%	-15%	4%	3%	-1.9%	u	-0.9%
S=C(Nc1ccc2cn[nH]c2c1)Nc1ccc2cn[nH]c2c1	-1%[11.5 µM]	3%[7.6 µM]	-6%[11.4 µM]	x	-10%[11.4 µM]	3%[11.5 µM]	0%[11.5 µM]	-2%[11.4 µM]	0.8%[15.4 µM]	i	0.9%[15.4 µM]
Cc1ccc(N2C(=O)[C@@H]3[C@H](C2=O)C2c4ccccc4C=CN2[C@@H]3C(=O)c2ccco2)c(C)c1 (stereo partly specified)	13µM*	-19%	-5%	35%[activator]	203%	-9%	u	-14%	-2.5%	i	-1.0%
Cn1c(=O)c2c(nc(SCC(=O)N3CCCc4ccccc43)n2C)n(C)c1=O	1%	0%	-1%	2%	-5%	25%	1%	0%	-1.0%	i	-2.8%
CC1(C)CC(=O)C2=C(C1)NC(=O)CC2C(=O)NCc1ccc(F)cc1 (stereo unspecified)	0%	1%	0%	4%	-3%	-3%	-8%	18%	0.1%	u	0.3%
The list continues.
SMILES	Casp1 inh	CRE-bla Fsk	Luciferase inh	USP2a inh	Tau filament bind	ERK AVP block	Caspase-7 inhib	HEK293 cAMP cs	BRCT inh green	A350 autofl	BRCT PPI red
O=C(O)c1ccccc1S(=O)(=O)NCC(O)COc1ccc(Br)cc1 (stereo unspecified)	0%	u	0%	-2%[7.66 µM]	-2%[11.4 µM]	11%	0%	7%[11.4 µM]	-1.9%	x	-2.1%
COc1ccc(Nc2nc(C)c3ccccc3n2)cc1	-5%	0%	u	-8%	-19%	u	0%	4%	-2.1%	u	0.2%
Cn1c(=O)n(CC(N)=O)c2ccccc21	-1%	-2%	0%	0%	8%	10%	0%	7%	-1.0%	i	-0.4%
O=C(O)[C@@H](c1ccccc1)N1Cc2ccccc2C1=O	-3%	-17%	2%	x	-4%	x	-1%	u	-2.2%	x	-4.5%
Cc1ccc(OC(C)C(=O)N2CCc3ccccc32)cc1 (stereo unspecified)	0%	-8%	-1%	9%	32%	24%	-1%	19%	-0.1%	i	1.1%
CC(=O)c1cc(-c2nc3ccccc3n2C)n(C)c1	1%	10%	3%	-1%	12%	-28%	1%	-3%	0.8%	i	0.0%
Cc1noc(C)c1CSc1ccccc1C(=O)N1CCN(c2ccccc2)CC1	-4%	-11%	2%	9%	-9%	5%	-1%	21%	-0.6%	i	-1.6%
COC(=O)C1=C(C)N(Cc2cccnc2)C(=O)C1	1%	2%	2%	1%	6%	u	-2%	0%	1.2%	x	1.4%
CN(C)S(=O)(=O)c1cccc(C(=O)N2CCc3ccccc32)c1	0%	-1%	-1%	-8%	-3%	-29%	-2%	-3%	1.5%	i	-1.1%
Cn1cccc1Cc1nnc(SCC(=O)Nc2ccc(F)cc2)n1-c1ccc(F)cc1	2%	-13%	3%	x	11%	7%	-1%	-2%	-1.3%	x	0.2%
CCOC(=O)C1CCCN(C(=O)c2cn(CC)c3ccc(S(=O)(=O)N4CCCC4)cc3c2=O)C1 (stereo unspecified)	1%	15%	2%	0%	11%	-6%	-1%	8%	-1.5%	i	-1.1%
COCCCNC(=O)CS(=O)(=O)Cc1nc(-c2ccccc2C)oc1C	2%	0%	2%	x	-6%	-1%	-2%	-1%	-2.2%	x	0.5%
COc1ccc(N(C2CSC2)S(=O)(=O)c2ccccc2)cc1	-3%	-3%	1%	-8%	-1%	19%	1%	u	1.9%	u	1.6%
CCCCOC(=O)C1=C(C)Nc2ncnn2C1c1cc(OC)ccc1OC (stereo unspecified)	0%	u	1%	8%	8%	-16%	-1%	8%	-1.3%	i	-1.6%
CN=c1scc(C)n1/N=C/c1ccc(O)cc1O	-3%	5%	4µM*	-7%	-20%	u	2%	-12%	-2.2%	3.3e-08M*	0.6%

Some of the entries so far, with bars between the fields:
SMILES | Casp1 inh | CRE-bla Fsk | Luciferase inh | USP2a inh | Tau filament bind | ERK AVP block | Caspase-7 inhib | HEK293 cAMP cs | BRCT inh green | A350 autofl | BRCT PPI red
COc1ccc(N(C2CSC2)S(=O)(=O)c2ccccc2)cc1 | -3% | -3% | 1% | -8% | -1% | 19% | 1% | u | 1.9% | u | 1.6%
CC(=O)c1cc(-c2nc3ccccc3n2C)n(C)c1 | 1% | 10% | 3% | -1% | 12% | -28% | 1% | -3% | 0.8% | i | 0.0%
CCCCOC(=O)C1=C(C)Nc2ncnn2C1c1cc(OC)ccc1OC (stereo unspecified) | 0% | u | 1% | 8% | 8% | -16% | -1% | 8% | -1.3% | i | -1.6%
COCCCNC(=O)CS(=O)(=O)Cc1nc(-c2ccccc2C)oc1C | 2% | 0% | 2% | x | -6% | -1% | -2% | -1% | -2.2% | x | 0.5%
